Assay outcomes from PubChem.
inhibitors of VEEV = inhibitors of VEEV TC-83 cytopathic effect, confirmation, Vero cells (AID 588727); Vero cells, VEEV TC-83 cytopathic effect inhibition; higher % means a stronger effect; inhibition, % at 20 µM, or IC50 in µM where a hit was titrated; 0.13% of 350,000 active; in the data active means a potency from the dose series; inconclusive means inhibition mostly from about 14% at the one dose, without a potency; inactive means the rest, 99 in 100 with inhibition below about 12%; further: strong numbers were not always called active
Salmonella PhoP GFP = Inhibition of PhoP regulon, Salmonella typhi GFP reporter cells, confirmation, 4 h (AID 1850); Salmonella Typhi PhoP-promoter GFP reporter, fluorescence, 4 h; higher % means a stronger effect; inhibition, % at 50 µM, or IC50 in µM where a hit was titrated; 0.33% of 310,000 active; in the data active means a potency from the dose series; inconclusive means inhibition mostly from about 25% at the one dose, without a potency; inactive means the rest, 99 in 100 with inhibition below about 19%;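 further: 0% = induced wells with vehicle and 100% = uninduced wells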
M. tuberculosis HTS = M. tuberculosis growth inhibition, HTS (AID 449762); one-dose inhibition, % at 25 µM; IC50 in µM for titrated hits; 0.59% of 330,000 active; M. tuberculosis H37Rv growth inhibition, 7H9 media; higher % means a stronger effect; in the data active means a potency from the dose series; inconclusive means inhibition above about 70% without an active follow-up result;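 further: bacterial growth assessed after seven days of incubation; strong numbers were not always called active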
H1N1 NS1A inhibition = NS1A inhibition, H1N1 influenza, cell based functional assay (AID 504329) | 0.3% of 340,000 active | inhibition, % at 12.5 µM; hits with a dose series show IC50 in µM | NS1A functional cell-based assay, percent inhibition; higher % means a stronger effect; in the data active means a potency from the dose series; inconclusive means inhibition above about 27% without an active follow-up result; further: strong numbers were not always called active
tuberculosis growth = growth inhibition of non-replicating M. tuberculosis (AID 488890). Mycobacterium tuberculosis non-replicating, growth inhibition; higher % means a stronger effect. 0.39% of 320,000 active. one-dose inhibition, % at 25 µM; IC50 in µM for titrated hits; in the data active means a potency from the dose series; inconclusive means inhibition mostly from about 82% at the one dose, without a potency; inactive means the rest, 99 in 100 with inhibition below about 76%;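 further: plate controls were DMSO cells for no effect and high antibiotic wells for full effect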
inhibitors of VEEV 10K pilot screen = recorded beside inhibitors of VEEV, whose call it bears; inhibition, %; measured here: 10K pilot screen inhibition
Numbers without * were called inactive; i = inactive; ? = inconclusive; · = not tested or not shown.

The first 2 entries (preview)
SMILES | inhibitors of VEEV | Salmonella PhoP GFP | M. tuberculosis HTS | H1N1 NS1A inhibition | tuberculosis growth | others
COc1ccc(NC2c3ccccc3C(=O)N2c2cccnc2)cc1Cl (configuration not stated) | 1.4% | 3% | -9% | -6% | 7% | inhibitors of VEEV 10K pilot screen=1.3
Cc1ccc(NC(=O)CN2CCC(C(N)=O)CC2)cc1[N+](=O)[O-] | 0.6% | -3% | 1% | -7% | 14%

Main list, from the first entry:
SMILES | inhibitors of VEEV | Salmonella PhoP GFP | M. tuberculosis HTS | H1N1 NS1A inhibition | tuberculosis growth | others
COc1ccc(NC2c3ccccc3C(=O)N2c2cccnc2)cc1Cl (configuration not stated) | 1.4% | 3% | -9% | -6% | 7% | inhibitors of VEEV 10K pilot screen=1.3
Cc1ccc(NC(=O)CN2CCC(C(N)=O)CC2)cc1[N+](=O)[O-] | 0.6% | -3% | 1% | -7% | 14%
O=C(NCc1ccccc1F)C(=O)NCC1CCCN1S(=O)(=O)c1ccccc1 (configuration not stated) | 2.9% | 1% | -3% | -3% | 24%
Cc1cc(=O)n2nc(N3CCCC(C(=O)NCc4ccco4)C3)sc2n1 (configuration not stated) | 4.2% | -6% | 1% | -20% | -9%
CN(c1ccc(C(=O)NCCC2=CCCCC2)cc1)S(C)(=O)=O | 0.7% | 2% | -7% | -6% | -4%
Nc1nc2n(n1)C(c1ccccc1Cl)CC(c1ccc(F)cc1)N2 (configuration not stated) | 0.7% | 16% | 4% | 3% | 12%
CCOC(=O)c1sc2nc3n(c(=O)c2c1C)CCC(C)CC3 (configuration not stated) | 1.4% | 20% | 17µM* | 4% | ?
COc1ccc(CCNC(=O)CC(=O)N/N=C/c2ccc(Br)cc2)cc1OC | 0.8% | -9% | -3% | 2% | -4%
CCOC(=O)C(NC(C)=O)(N1CCOCC1)C(F)(F)F (configuration not stated) | · | -3% | 1% | · | 0%
COc1ccc(NCC(=O)Nc2ccc(C#N)cc2)cc1Cl | 1.9% | -1% | ? | 10% | ?
COc1ccc(-n2nc(C(=O)NCC(=O)Nc3cc(OC)c(OC)c(OC)c3)c3ccccc3c2=O)cc1Cl | 7.1% | 0% | 6% | 11% | -6%
O=[N+]([O-])c1ccc(O)c([N+](=O)[O-])c1 | 0.5% | -11% | 38% | 2% | 31%
COCCOC(=O)c1[nH]c2c(c1C)C(=O)CC(c1ccc(OC)c(OC)c1)C2 (configuration not stated) | 1.0% | -7% | -8% | 1% | -6%
O=C(O)CCCn1cc(NC(=O)COc2ccc(F)cc2)cn1 | i | 8% | 0% | -6% | -5%
Cc1ccc(NS(=O)(=O)c2ccc(C(=O)NC3CCN(Cc4ccccc4)CC3)cc2)cc1 | i | · | 48% | 5% | 50%
COc1ccc(CNC(=O)COC(=O)Cc2ccc(Br)cc2)cc1 | i | · | 9% | 3% | 68%
CCCCOC(=O)c1cc(=O)[nH]c2ccc(C)cc12 | 8.0% | -7% | 3% | -2% | 13%
CCOC(=O)N1CCC(N2CC34C=CC(O3)C(C(=O)Nc3ccc(OCC)cc3)C4C2=O)CC1 (configuration not stated) | i | -7% | -8% | 11% | 1%
Cc1noc(C)c1COc1ccccc1C(=O)NCCc1ccccc1 | 7.7% | · | · | 0% | ·
COc1ccc(NC(=O)Nc2ccc3c(c2)C(=O)N([C@H](C)CO)C[C@H](C)[C@@H](CN(C)C(=O)Nc2ccc(OC)cc2)O3)cc1 | 0.4% | · | 0% | 6% | 4%

Taken from the results shown for reference:
SMILES | inhibitors of VEEV | Salmonella PhoP GFP | M. tuberculosis HTS | H1N1 NS1A inhibition | tuberculosis growth | others
Cc1ccc(NC(=O)CN2CCC(C(N)=O)CC2)cc1[N+](=O)[O-] | 0.6% | -3% | 1% | -7% | 14%
O=C(NCc1ccccc1F)C(=O)NCC1CCCN1S(=O)(=O)c1ccccc1 (configuration not stated) | 2.9% | 1% | -3% | -3% | 24%
Cc1cc(=O)n2nc(N3CCCC(C(=O)NCc4ccco4)C3)sc2n1 (configuration not stated) | 4.2% | -6% | 1% | -20% | -9%
CN(c1ccc(C(=O)NCCC2=CCCCC2)cc1)S(C)(=O)=O | 0.7% | 2% | -7% | -6% | -4%
Nc1nc2n(n1)C(c1ccccc1Cl)CC(c1ccc(F)cc1)N2 (configuration not stated) | 0.7% | 16% | 4% | 3% | 12%

Other compounds:
SMILES | inhibitors of VEEV | Salmonella PhoP GFP | M. tuberculosis HTS | H1N1 NS1A inhibition | tuberculosis growth | others
CCc1ccc(CNC(=O)C2CCN(S(=O)(=O)N3CCC4(CC3)OCCO4)CC2)cc1 | i | -14% | 7% | 10% | 5%
O=C(Nc1nc2ccccc2s1)C1CC(=O)N(c2ccc(Cl)cc2)C1 (configuration not stated) | 4.3% | -5% | -7% | -8% | 65%
CCCc1nnc(NC(=O)c2cccc(OC)c2)s1 | 2.2% | -8% | -13% | -4% | -7%
COc1ccc(CNC(=O)CN(C(=O)c2csnn2)c2cccc3ccccc23)cc1 | i | -7% | -1% | 3% | 17%
COC(=O)N/N=C/c1ccc(/C=N/NC(=O)OC)cc1 | 1.1% | -12% | -3% | -11% | -24%
O=C(NCCCN=C1NS(=O)(=O)c2ccccc21)c1ccc(S(=O)(=O)N2CCCCC2)cc1 | 1.7% | 9% | 4% | -1% | 9%
Cc1csc(NC(=O)c2sccc2C)n1 | 1.7% | 3% | 1% | -3% | 12%
CC(=O)c1ccc(S(=O)(=O)Nc2ccc(C(=O)N(C)CC(=O)Nc3cccc(C)c3C)cc2)cc1 | 4.0% | · | 5% | 1% | 15%
COc1ccc(-c2ccc(-c3cc(=O)oc4c(C(C)C)ccc(C)c34)cc2)cc1 | i | · | · | -2% | ·
CC/C(C)=N/NC(=O)c1[nH]c2ccc(C)cc2c1-c1ccccc1 | 0.7% | 1% | ? | 13% | 47%
COc1cc(C(=O)NCc2nnc(SCC(=O)N3CCc4ccccc43)o2)cc(OC)c1OC | 2.5% | -12% | -2% | 1% | -2%
C=CCN1C(=O)c2ccc(C(=O)Nc3ccccn3)cc2C1=O | 0.7% | 0% | 2% | 9% | -11%
COc1ccccc1CNC(=O)CN(C)CC(=O)Nc1ccc(F)c(F)c1F | 2.6% | · | -2% | -8% | -4%
Cc1ccccc1NC(=S)N(CCCN1CCOCC1)Cc1ccccn1 | i | -5% | 5% | 1% | -21%
COC(=O)C1CCN(C(=O)C2CCC(=O)N(CCc3cccc(F)c3)C2)CC1 (configuration not stated) | 1.8% | -12% | 1% | -5% | 4%
C=CCNC(=O)C1CC(=O)N(c2ccc(OCc3ccccc3Cl)cc2)C1 (configuration not stated) | 2.3% | 1% | -4% | -8% | 29%
O=C(CCC1CCCN(C(=O)c2ccccc2Cl)C1)N1CCN(c2ccccn2)CC1 (configuration not stated) | i | -2% | 3% | 3% | 6%
CCOc1ccc(C2c3c(oc4ccccc4c3=O)C(=O)N2CCCN2CCOCC2)cc1OCC (configuration not stated) | 0.5% | -1% | -7% | -7% | -4%
CC(=O)Nc1ccc(NC(=O)CCCc2c[nH]c3ccccc23)cc1 | 1.1% | 4% | 1% | 0% | 0%
O=S(=O)(c1cc(Cl)ccc1Cl)n1cccn1 | i | -3% | -10% | -12% | -11%
CC1CC(C)CN(CCCNC(=O)c2ccc3c(c2)NC(=O)C(N2CCCCC2)S3)C1 (configuration not stated) | 0.4% | 5% | -2% | -1% | 5%
COCc1cc(C)nc2sc3c(=O)oc(C)nc3c12 | 3.8% | -1% | 49% | -6% | ?
COC(=O)CN(Cc1ccco1)S(=O)(=O)c1ccccc1 | 0.3% | 11% | 5% | 7% | 10%
COC(=O)C1CCN(c2cc(=O)n(-c3ccc(OC)cc3)c(=O)[nH]2)CC1 | 0.4% | 0% | 0% | -4% | -5%
CC1CCCCC12NC(=O)N(CC(=O)Nc1ccccc1F)C2=O (configuration not stated) | 2.6% | · | · | 7% | ·
Cc1cc(CN(C)C(=O)c2cc(COc3ccc4ncccc4c3)on2)on1 | i | 0% | -1% | -3% | 37%
Cc1ccc(NC(=O)CN(C)C(=O)COC(=O)C(C)(C)Oc2ccc(Cl)cc2)cc1 | 4.3% | -11% | -9% | -4% | -2%
Cc1cc(NC(=O)c2ccc([N+](=O)[O-])cc2)no1 | 1.6% | -2% | 4% | -4% | 12%
Cc1csc(NS(=O)(=O)c2ccc(Cl)cc2)n1 | 0.3% | -1% | 6% | -15% | 41%
CSCCC(NC(=O)c1ccc(Cl)cc1Cl)C(=O)N1CCN(C(=O)c2ccccc2)CC1 (configuration not stated) | 1.8% | · | · | -13% | ·
CSc1nsc(SC)c1NC(=O)Nc1ccccn1 | 3.6% | -8% | -3% | -4% | 36%
N#CCc1ccc(NS(=O)(=O)c2cccs2)cc1 | 1.8% | -1% | 4% | -1% | 12% | inhibitors of VEEV 10K pilot screen=1.0
O=C(NNC(=O)C1COc2ccccc2O1)c1ccccc1O (configuration not stated) | 3.8% | · | · | -10% | ·
COc1ccccc1N1CCN(S(=O)(=O)c2c(C)[nH]c(C)c2C(=O)N2CCCC2)CC1 | 4.1% | -3% | -6% | 6% | 2%
Cc1cn(C2CC3OCC3O2)c(=O)[nH]c1=O (configuration not stated) | 0.3% | 14% | -2% | -3% | 0%
CCc1nc2c(sc3nc4c(cc32)COC(C)(C)C4)c(=O)n1CCN(CC)CC | 1.3% | 1% | -1% | 1% | 6%
COC(=O)c1ccn(CC(=O)NC2CCCCC2)n1 | 0.2% | -24% | 3% | 6% | 1%
O=C(O)c1cc(-c2ccc(/C=N/Nc3ccc(Cl)cc3)o2)ccc1Cl | 0.2% | -1% | ? | -5% | 75%
Cc1cccc(COc2ccc(/C=N/NC(=O)c3nnn(-c4nonc4N)c3COc3ccc(F)cc3)cc2)c1 | 1.5% | -8% | 8% | 7% | 1%
NNC(=O)c1ccc(O)cc1O | 1.8% | 15% | 3% | 4% | -6%
COCCOc1cnn(-c2cc(Oc3ccc(C)cc3)ncn2)c(=O)c1Cl | i | 3% | 4% | -3% | 13%
Cc1ccc(Cl)cc1NC(=S)NCc1cccn1C | 7.1% | -4% | 6% | 4% | 22%
CC(C)CCNC(=O)Cn1cc2c(n1)CCCCC2 | i | -4% | 3% | -1% | 39%
Cc1nc2ccc([N+](=O)[O-])cc2c(=O)n1Cc1cccc(F)c1 | 0.1% | -8% | 3% | -4% | -1%
COc1cc(/C=C(\C#N)C(=O)Nc2ccc(C(=O)O)cc2)ccc1OC(=O)c1cccc(F)c1 | 1.0% | -4% | 13% | 0% | ?
COCc1cc(=O)oc2cc(NC(=O)c3ccc(C(C)(C)C)cc3)ccc12 | 0.6% | -3% | 4% | -3% | -4%
CNCCCOc1ccc(C)cc1OC | 0.8% | -4% | -1% | 2% | -9%
O=C(CSc1ccsc1[N+](=O)[O-])NC1CCCC1 | i | -6% | 2% | -19% | 36%
Cn1cc(Br)c(C(=O)NC2C3CC4CC(C3)CC2C4)n1 (configuration not stated) | i | 13% | -15% | -6% | 4%
O=C(Cc1ccccc1)Nc1ccccc1N1CCN(c2ccccc2)CC1 | i | -14% | 8% | 3% | 15%
C/C(=C\c1ccco1)CN1CCC(N2CCC(C(=O)N3CCOCC3)CC2)CC1 | 0.5% | -2% | 2% | -4% | 1%
Cc1cc2nnc(SCC(=O)Nc3ccc(Cl)cc3)n2c(N)n1 | 0.2% | -3% | 14% | 9% | -19%
COc1cc(C2C(C#N)=C(N)Oc3n[nH]c(C)c32)cc2c1OCO2 (configuration not stated) | 6.2% | 3% | -7% | 7% | 57%
CCN1C(N(C)CCc2c[nH]c3ccccc23)=N[C@@H](c2cccc(C(F)(F)F)c2)C(C(=O)OC)=C1C | i | · | 21µM* | 18% | ?
N#Cc1ccccc1NC(=O)C(=O)NCCCN1CCCC1=O | 0.1% | 15% | -4% | -2% | -5%
Cc1c(-c2ccccc2)nnn1-c1ccc(F)cc1F | 0.5% | 5% | 10% | -1% | 6%
Cc1ccc(N2CC(C(=O)Nc3nnc(SCCN4CCOCC4)s3)CC2=O)cc1 (configuration not stated) | 3.0% | -19% | 2% | 30% | -12%
Cc1cccn2c(=O)nc(SCC(=O)Nc3ccc4c(c3)OCO4)nc12 | 0.2% | -5% | -3% | -5% | -13%
COc1ccc(/C=C/C(=O)C(C(N)=O)=C2SCCS2)cc1 | 6.5% | -2% | 11% | -6% | 5%
Cc1sc2nc(CSc3ccccc3)nc(N3CCN(C)CC3)c2c1C | 7.3% | -1% | 8% | 13% | 74%
CCOc1ccc(CNC(=O)CCC(=O)n2nc(C)c3ccccc32)cc1 | 2.3% | -3% | 11% | 9% | 14%
Cc1c(-c2ccccc2)c(=O)oc2ccc(O)cc12 | i | 0% | -1% | 13% | 5%
